# Bioassay records: PubChem, several laboratories
# Shn3 inh set2: inhibitors of Schnurri-3 3'UTR reporter in osteoblasts | Clone20 osteoblast Shn3 3'UTR firefly luciferase, 24 h | inhibition, % at 12.5 µM | hit rate 0.52% among 360,000 | AID 588674;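 active = mean inhibition of at least 75% with every replicate also reaching 75%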;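 also: 0% = median of neutral control wells and 100% = pilot-screen positive control compound; some compounds past the cut are filed as inactive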
# CF NFkB inh: inhibitors of cystic fibrosis induced NF-kB; KKLEB NF-kB-GFP reporter, PAF-induced, GFP fluorescence overnight; hit rate 0.86% among 360,000; inhibition, % at 5 µM;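 active = at least 50% inhibition at 5 µM, scaled per plate between neutral and stimulator controls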;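 also: PAF is a Pseudomonas aeruginosa culture filtrate used as stimulus; plate controls were PAF-stimulated DMSO wells for no effect and unstimulated DMSO wells for full effect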
# COUP-TFII inh: inhibitors of human COUP-TFII (NR2F2). AID 686940. HEK293T NGFI-A luciferase reporter, luminescence. P24468. inhibition, % at 8.6 µM. hit rate 0.7% among 370,000;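 active = inhibition above a per-plate cutoff, mean inhibition of test wells between control levels plus 3 SD, cut at about 38% in these data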;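 also: cells cotransfected with COUP-TFII expression vector driving the NGFI-A reporter; 0% = median of COUP-TF2 test wells and 100% = reporter-only cells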
# NCOA1 inh: human NCOA1 inhibition. AID 588354. hit rate 0.12% among 360,000. Q15788. inhibition, % at 3.6 µM. HEK293 GAL4-SRC1 luciferase reporter, luminescence;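 active = inhibition above the campaign mean plus 3 SD, with each screening campaign given its own cutoff, cut at about 60% in these data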;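 also: 0% = DMSO treated cells and 100% = gossypol at 36 µM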
# EBV LMP1 NFkB: reduces LMP1-driven NF-kappaB luciferase signal | LMP1-induced NF-kappaB luciferase reporter cells, luminescence | inhibition, % at 12.5 µM | hit rate 0.69% among 350,000 | AID 504558; in the data active = inhibition above about 41%;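 also: 0% = neutral control wells and 100% = reference inhibitor control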
# LRH-1 inv ag: NR5A2 inverse agonism in reporter assay; HEK293T StAR-luciferase reporter, LRH-1 transfected, 24 h; hit rate 0.13% among 360,000; inhibition, % at 3.6 µM; AID 602396;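 active = inhibition above the mean inhibition of all tested compounds plus 3 SD, cut at about 73% in these data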;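 also: 0% = DMSO wells and 100% = reporter-only cells lacking LRH-1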
# KKLEB cytotox: reduces viability of KKLEB cystic fibrosis airway cells; KKLEB CF airway cells viability, ATPlite luminescence, overnight; hits give low values; cells stimulated with P. aeruginosa culture filtrate; hit rate 0.36% among 360,000; activity change (cytotoxicity), % at 5 µM;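 active = corrected activity change at or below -50% at 5 µM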
# NCOA3 inh: inhibits human SRC3 coactivator | hit rate 0.17% among 360,000 | inhibition, % at 3.6 µM | HEK293 GAL4-SRC3 luciferase reporter, luminescence | Q9Y6Q9;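 active = inhibition above a per-campaign cutoff, the mean of all compounds plus 3 SD, cut at about 60% in these data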;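 also: 0% = DMSO-treated cells and 100% = gossypol-treated cells at 36 µM; higher means less SRC3-driven luciferase light from the GAL4 reporter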
# Target sequence (Q9Y6Q9 whole entry, looked up, the tested form may be a part): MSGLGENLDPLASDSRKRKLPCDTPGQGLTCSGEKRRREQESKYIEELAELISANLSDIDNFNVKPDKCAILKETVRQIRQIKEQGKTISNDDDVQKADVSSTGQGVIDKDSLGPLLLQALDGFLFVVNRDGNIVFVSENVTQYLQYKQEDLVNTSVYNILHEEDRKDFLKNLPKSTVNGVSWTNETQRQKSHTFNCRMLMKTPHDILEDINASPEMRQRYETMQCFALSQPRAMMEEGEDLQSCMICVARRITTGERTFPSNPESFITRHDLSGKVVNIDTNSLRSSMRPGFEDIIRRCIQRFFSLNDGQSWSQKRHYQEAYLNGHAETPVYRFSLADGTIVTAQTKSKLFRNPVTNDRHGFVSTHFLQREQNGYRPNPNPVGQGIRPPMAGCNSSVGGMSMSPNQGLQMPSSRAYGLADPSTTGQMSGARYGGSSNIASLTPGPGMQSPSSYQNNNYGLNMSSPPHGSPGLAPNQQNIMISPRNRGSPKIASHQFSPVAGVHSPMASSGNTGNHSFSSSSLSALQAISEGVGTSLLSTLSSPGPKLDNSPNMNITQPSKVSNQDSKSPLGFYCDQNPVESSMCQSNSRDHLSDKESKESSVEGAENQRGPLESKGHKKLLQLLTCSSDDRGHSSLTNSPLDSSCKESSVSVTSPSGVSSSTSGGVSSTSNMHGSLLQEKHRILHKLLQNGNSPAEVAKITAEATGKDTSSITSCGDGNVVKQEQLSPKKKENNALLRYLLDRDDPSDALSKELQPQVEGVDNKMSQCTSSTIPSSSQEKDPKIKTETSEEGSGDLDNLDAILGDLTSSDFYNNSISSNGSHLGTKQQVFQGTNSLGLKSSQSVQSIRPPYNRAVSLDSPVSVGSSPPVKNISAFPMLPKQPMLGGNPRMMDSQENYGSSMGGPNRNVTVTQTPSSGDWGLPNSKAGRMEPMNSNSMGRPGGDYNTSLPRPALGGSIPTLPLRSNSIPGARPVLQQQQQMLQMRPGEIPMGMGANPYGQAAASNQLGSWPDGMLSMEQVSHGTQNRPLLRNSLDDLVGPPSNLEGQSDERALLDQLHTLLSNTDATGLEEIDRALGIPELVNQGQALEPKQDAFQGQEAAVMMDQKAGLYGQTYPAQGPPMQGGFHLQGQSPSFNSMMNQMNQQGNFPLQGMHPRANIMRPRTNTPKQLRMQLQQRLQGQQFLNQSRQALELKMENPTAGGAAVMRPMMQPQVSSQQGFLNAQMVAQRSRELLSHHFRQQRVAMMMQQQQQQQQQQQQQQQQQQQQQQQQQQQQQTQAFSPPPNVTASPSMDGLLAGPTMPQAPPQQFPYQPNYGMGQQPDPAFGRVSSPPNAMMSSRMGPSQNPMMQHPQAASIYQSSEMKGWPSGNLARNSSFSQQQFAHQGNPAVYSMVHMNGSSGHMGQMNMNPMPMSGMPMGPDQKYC
# TROY signal inh: inhibitors of TROY-dependent NF-kB signaling; Q293 LMP1-TROYcd NF-kB luciferase reporter, 4 h; inhibition, % at 10 µM; hit rate 0.98% among 360,000; AID 1347056;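 active = compounds whose plate-normalised and pattern-corrected inhibition of the luciferase reporter signal at the single screening dose is 50% or more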
# TWEAK-Fn14 inh: TWEAK-Fn14 signaling inhibition. inhibition, % at 10 µM. AID 1159606. TWEAK-stimulated Fn14 reporter cells, luciferase luminescence, 8 h. hit rate 2% among 360,000; in the data active = inhibition above about 50%
# C8 TRAIL sens: caspase-8 TRAIL sensitization. NB7+C8 cells + TRAIL, ATPlite viability luminescence. inhibition (viability loss, TRAIL sensitization), % at 10 µM. hit rate 1% among 360,000. AID 624354;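 active = compounds causing at least 50% loss of cell viability in the single-dose screen, relative to plate controls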
# * marks the source's active call; other numbers are inactive results; . = no result given. An excerpt (hit frequency here may not be typical).
SMILES,Shn3 inh set2,CF NFkB inh,COUP-TFII inh,NCOA1 inh,EBV LMP1 NFkB,LRH-1 inv ag,KKLEB cytotox,NCOA3 inh,TROY signal inh,TWEAK-Fn14 inh,C8 TRAIL sens
O=C(Nc1nnc([C@H]2C[C@H](O)[C@@H](CO)O2)s1)c1cccc(OC(F)(F)F)c1,6,-18,-4,1,.,2,14,-30,-21,0,-7
COc1ccc(CCn2c(N)c(C#N)c3nc4ccccc4nc32)cc1OC,-13,8,-2,6,9,30,-8,-9,25,14,-2
CCO[C@H]1OC(C(=O)NCc2ccccc2)=C[C@@H](c2ccc3c(c2)OCO3)[C@@H]1CCCO,14,-10,-7,-13,-2,-25,-4,-10,-15,-27,7
O=c1[nH]ncc2c3ccccc3n(Cc3ccccc3F)c12,3,11,16,-7,-3,-12,-10,8,2,12,-5
CCCCOC(=O)CSC1=C(C#N)C(c2ccccc2OC)C(C#N)C(=O)N1 (stereo not drawn),-10,-8,9,5,-27,-4,3,11,-15,1,-17
CC(C)OC(=O)CSc1nc2cc3c(cc2cc1C#N)OCO3,-57,2,-7,-15,-4,-12,-4,-30,-33,-25,2
N#C/C(=C\c1ccccc1)C(=O)Nc1ccccn1,-1,1,11,14,-3,9,2,1,-16,2,-19
O=C(CNC(=O)c1sc2ccccc2c1Cl)NCc1ccccc1,-5,-2,-14,-5,-3,8,-12,11,9,29,18
Cc1cccn2c(=O)c3cc(C(=O)NCCN4CCOCC4)c(=N)n(Cc4ccc(F)cc4)c3nc12,-6,-5,15,58,0,71,-9,33,10,-1,22
O=C(CN1CCOCC1)Nc1c2c(nc3ccccc13)N(Cc1ccccc1)CC2,12,9,7,-3,7,5,-6,-9,-17,-1,4
O=C(NCCCN1CCCC1=O)c1sc2ccccc2c1Cl,4,-19,-10,-49,-7,-34,-3,-31,-44,-22,9
O=C(O)c1cccc(CSc2nc(-c3ccc(Cl)cc3)cc(C(F)(F)F)n2)c1,4,8,5,6,4,-7,-10,10,41,-16,-20
O=C(NCc1cccnc1)c1ccccc1NS(=O)(=O)c1ccc(F)cc1F,10,3,13,1,4,13,-6,4,16,6,-2
O=C(COc1coc(CN2CCN(c3ccccc3)CC2)cc1=O)NC1CCCC1,-6,7,24,-12,3,25,0,13,-5,9,-5
CC(C)CNC(=O)C1(C)CCCN1C(=O)c1cc2ccccc2s1 (stereo not drawn),-11,-10,-11,13,.,-1,20,-7,0,11,1
COc1cccc(C(=O)NCCS(=O)(=O)NCCCc2ccccc2)c1,-1,2,-3,-2,-6,-6,4,-13,14,11,8
O=C(COc1ccccc1)NCCSCc1ccc(Cl)cc1,0,-2,-11,9,0,-9,7,15,-13,-13,-4
Cc1nc(C(=O)NCC(=O)c2ccccc2)c(C(F)(F)F)o1,-5,-12,-1,-19,-6,-3,-8,15,0,-8,-10
NC(=O)C1CCCN(CC(=O)Nc2ccccc2C(=O)NC2CC2)C1 (stereo not drawn),4,16,8,-8,0,-9,2,-4,0,5,-12
CCOC(=O)Cn1c(=O)n(Cc2ccco2)c(=O)c2ccc(C(=O)NC3CCCC3)cc21,16,-2,-13,3,-1,3,-7,6,-2,21,13
CCCCn1nnnc1C1(C)CCC(=O)N1CCCN1CCOCC1 (stereo not drawn),.,.,-4,.,.,-18,.,.,6,2,-2
Cn1c2c(c(=O)n(C)c1=O)C(c1cccc(F)c1)C(C#N)=C(N)O2 (stereo not drawn),-5,-21,-14,9,3,-12,2,4,-1,-7,1
CC(O)Cn1ccccc1=N (stereo not drawn),10,1,6,-1,-1,4,-4,-15,1,-13,6
N#C/C(=C/c1cccnc1)c1ccccc1,-7,8,-28,1,0,-1,-5,0,-27,0,7
CC(=O)C1=C(C)NC(C)=C(C(C)=O)C1c1ccc(-c2ccccc2Cl)o1,3,-17,-1,-3,-8,-13,3,16,-14,18,9
# New compounds follow.
SMILES,Shn3 inh set2,CF NFkB inh,COUP-TFII inh,NCOA1 inh,EBV LMP1 NFkB,LRH-1 inv ag,KKLEB cytotox,NCOA3 inh,TROY signal inh,TWEAK-Fn14 inh,C8 TRAIL sens
O=C(Oc1cc(Cl)ccc1Cl)c1ccc(N2CCOCC2)c([N+](=O)[O-])c1,-3,-10,11,-5,10,11,4,-1,1,-17,-5
Cc1cccc(OCC(=O)NCC(=O)N/N=C/c2ccc(O)cc2O)c1,29,-23,16,16,12,8,25,36,12,2,7
CC(C)C(=O)NC(NC1CCS(=O)(=O)C1)C(Cl)(Cl)Cl (stereo not drawn),11,-3,-6,-13,-3,-4,-9,6,-4,7,-7
CCCCC1(C)NC(=O)c2c(C)sc(C(=O)OCC)c2N1 (stereo not drawn),1,16,9,-1,-4,21,6,20,3,10,2
Cc1ccc(NC(=O)C(C)N2CCOCC2)c(C(=O)c2ccccc2)c1 (stereo not drawn),-4,-1,8,-6,-9,15,-4,20,-13,1,0
CCCCn1c(SCC(N)=O)nnc1-c1ccco1,16,-5,-19,5,-2,1,0,3,13,-6,-14
COc1ccc(OCCn2nnc(-c3ccc(Cl)cc3)n2)cc1,19,1,-4,6,7,-13,-3,19,-11,3,-2
Cc1ccc2[nH]c(=O)c(-c3nc4cc(C)ccn4c3NCc3ccco3)cc2c1,-26,9,.,-51,-16,-95,-2,-45,-24,2,3
Cc1[nH]c2ccccc2c1SCc1ccccc1,-10,-6,2,3,-1,4,-12,-9,-38,11,0
Cc1nc(CN2CCN(C(=O)c3ccc(Br)cc3)CC2)cs1,-17,0,-5,-4,-3,2,5,17,.,26,-4
O=C(CSc1nnc(-c2ccco2)n1-c1ccccc1)NCc1ccco1,18,5,4,4,-8,3,2,5,-6,-2,-1
O=C(CSc1nc(-c2ccccc2)nc2c1Cc1ccccc1O2)Nc1ccc(C(=O)O)cc1,-8,9,6,-15,-9,18,18,-13,-19,8,-4
Cn1c(=O)n(C)c2cc([N+](=O)[O-])c(N3CCN(C(=O)c4ccc(F)cc4)CC3)cc21,37,6,18,7,8,8,16,15,14,-4,15
CCn1nc(C)cc1C(=O)N1CCCC(C(=O)c2ccc3ccccc3c2)C1 (stereo not drawn),23,4,18,-19,13,-4,-2,5,-10,0,2
CCc1cccc2c1NC(=O)C21OCCO1,-5,-2,13,-2,-3,13,-1,-22,6,2,11
CN(C(=O)COC(=O)c1ccc(Cl)cc1N)C1CCS(=O)(=O)C1 (stereo not drawn),-1,0,5,0,4,-5,4,5,3,15,-7
Cn1cc(Br)c(-c2cccc(NC(=O)CC(C)(C)CC(=O)O)c2)n1,11,-1,1,-15,-10,12,11,1,4,8,-10
CC(=O)N1CCCc2cc(S(=O)(=O)N3CCCC(C(=O)Nc4cccc(C)c4)C3)ccc21 (stereo not drawn),5,-18,6,-14,8,-3,8,17,24,1,8
COC(=O)c1cc(Oc2ccc(C(=O)OC)cc2N)cc(C(=O)OC)c1,12,-11,-15,0,-8,-18,2,7,-39,2,-9
CN(Cc1ccccc1)C(=O)c1ccccc1NC(=O)C1CC1,4,-1,7,0,2,4,1,16,-2,9,-3
Cc1cc(C(=O)CSc2ncnc3ccccc23)c(C)n1C1CC1,17,16,2,-38,2,-20,-8,13,12,5,15
COc1ccc(/C=N/NC(=O)CC#N)cc1Oc1nc(Cl)ncc1F,-70,16,-1,-6,-2,-2,-12,5,-10,5,-7
O=C(c1cnc2ccc3ccccc3c2c1)c1cc(F)ccc1O,-17,-16,18,-23,-14,10,-20,7,42,64*,11
CCn1cc(C(=O)N2CCN(Cc3ccc4c(c3)OCO4)CC2)c2cc(OC)c(OC)cc2c1=O,4,11,13,-10,0,7,-4,1,-6,-8,-14
Cc1oc(-c2cccs2)[n+]([O-])c1C,10,3,7,-11,-5,-7,-5,7,-7,-9,-1

# Looked up above.
# O=c1[nH]ncc2c3ccccc3n(Cc3ccccc3F)c12 | COUP-TFII inh: 16
# O=C(Nc1nnc([C@H]2C[C@H](O)[C@@H](CO)O2)s1)c1cccc(OC(F)(F)F)c1 | COUP-TFII inh: -4

# Following part:
SMILES,Shn3 inh set2,CF NFkB inh,COUP-TFII inh,NCOA1 inh,EBV LMP1 NFkB,LRH-1 inv ag,KKLEB cytotox,NCOA3 inh,TROY signal inh,TWEAK-Fn14 inh,C8 TRAIL sens
Cc1cccc(NC(=O)CNC(=O)C23CC4CC(CC(Cl)(C4)C2)C3)n1,18,-3,8,3,-11,-4,8,-9,-7,1,7
CSc1ccc(CN(C)Cc2nc3ccccc3c(=O)[nH]2)cc1,3,8,-11,-1,1,-2,-13,17,9,-29,23
Cc1ccccc1N=C1NC(=O)CC(c2ccccc2)S1 (stereo not drawn),-1,4,-8,1,5,1,2,17,-10,4,5
CCn1c(=N)n(CC(=O)c2ccco2)c2ccccc21,5,-3,4,-19,-4,2,8,13,0,-3,-15
CCCc1cc(=O)[nH]c2nnc(SCC(=O)NC3CCCC3)n12,-7,-7,-1,-6,-7,2,10,1,-4,8,-11
CCN(CC(=O)Nc1ccccc1C(F)(F)F)C(=O)C1CC(=O)N(Cc2ccccc2)C1 (stereo not drawn),-29,-15,1,-11,-1,1,-2,1,13,-3,8
CC1=Nc2cc(C(=O)NCCN3CCOCC3)ccc2Sc2c(C)ccc(C)c21,33,1,-13,-9,-10,-7,-8,12,20,12,29
CCOC(=O)N1CCN(S(=O)(=O)c2ccc(C(=O)Nc3sc4c(c3C(=O)OC)CCN(C)C4)cc2)CC1,11,-38,6,-12,-8,11,-20,2,-10,-20,20
O=C(O)C1C2C=CC(O2)C1C(=O)NCc1ccc2c(c1)OCO2 (stereo not drawn),1,-9,1,-36,-7,7,-2,3,-2,-8,0
COc1ccc(-c2c(C#N)c(N)nc3c2CCC3)cc1,6,18,-24,-16,1,-46,-14,-2,12,12,-7
O=C(O)CC(NC(=O)C1c2ccccc2Oc2ccccc21)c1ccc(OC2CCCC2)cc1 (stereo not drawn),25,4,7,-5,3,11,-5,-2,-1,-24,-5
COc1cc(NC(=O)COc2cccc(OC)c2)cc(OC)c1,-9,-21,-17,-38,7,-1,-2,-4,18,-2,0
c1ccc(CNc2cnccn2)cc1,5,-2,3,4,-20,8,3,11,-3,14,2
COc1cccc(-c2nc(CS(=O)(=O)CC(=O)NCc3ccccc3OC)c(C)o2)c1,-9,-11,-10,-10,-7,9,17,-3,14,-3,-2
CC(C)(CNCC(O)c1ccccc1)N1CCOCC1 (stereo not drawn),-13,14,8,3,2,7,6,0,-14,0,6
CCc1ccc(C(=O)NNC(=O)c2cccc(N3C(=O)CCC3=O)c2)cc1,0,7,2,-9,3,-27,6,11,-2,-16,21
Cc1cccc(N(CC(=O)NCC2CCCO2)C(=O)CNS(=O)(=O)c2ccc(Cl)cc2)c1 (stereo not drawn),-9,-8,5,-9,-3,-7,7,-10,-4,12,-10
CC(=O)c1ccc(N2CCN(C(=O)/C=C/c3cccs3)CC2)cc1,8,-2,18,-3,-7,12,4,-1,9,-11,-3

# An excerpt from above, limited to NCOA1 inh.
compound | NCOA1 inh
O=C(Oc1cc(Cl)ccc1Cl)c1ccc(N2CCOCC2)c([N+](=O)[O-])c1 | -5
O=C(Nc1nnc([C@H]2C[C@H](O)[C@@H](CO)O2)s1)c1cccc(OC(F)(F)F)c1 | 1
